High-throughput results as filed in PubChem BioAssay.
Tau FP inhib = qHTS for Inhibitors of Tau Fibril Formation, Fluorescence Polarization | Microtubule-associated protein tau (Homo sapiens), P10636 | K18 P301L tau heparin fibrillization, Alexa594 FP, 6 h | Potency, µM (series often up to 57.7 µM), for the others: top-dose activity, negative = inhibition, usual class: inhibitors | actives 0.39% (n = 280,000) | AID 1468, 2008; note: % is set by controls: 0 for no effect and ±100 for the full control effect; nearly all actives have a fitted effect of over 55% in size
Target sequence (P10636 561-689 P618L limits assumed): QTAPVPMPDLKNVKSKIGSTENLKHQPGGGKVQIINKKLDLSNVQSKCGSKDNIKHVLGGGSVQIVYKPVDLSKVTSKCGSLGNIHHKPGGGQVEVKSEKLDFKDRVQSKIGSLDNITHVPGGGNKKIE
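Compound effects on tau fibrillization are measured by Alexa 594 fluorescence polarization (ex 555, em 632 nm). K18 P301L tau is used at 15 uM with 0.24 uM labeled tracer, and 20 uM heparin induces aggregation over 6 hr at 37 C.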
TRb SRC2 PPI = qHTS for Inhibitors of the Interaction of Thyroid Hormone Receptor and Steroid Receptor Coregulator 2; TRbeta-SRC2 peptide binding, fluorescence polarization; receptor liganded with 1 µM T3; AID 1469, 2008; actives 0.065% (n = 280,000); Thyroid hormone receptor beta (Homo sapiens), P10828; Potency, µM (top dose mostly 106 µM), for the others: at the top dose activity change, negative = inhibition, hits mostly inhibitors;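 note: plate controls were bound peptide for no effect and peptide without receptor for full effect; nearly all actives have a fitted effect of over 50% in size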
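Assay buffer: 20 mM Tris-HCl, 100 mM NaCl, 10% glycerol, 1 mM EDTA, 0.01% NP-40, 1 mM DTT, 1 uM T3, 5% DMSO; TRb LBD 0.6 uM, Texas Red SRC2 20 nM; FP after 5 hr.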
HTT ATP protect = qHTS Multiplex Assay to Identify Dual Action Probes in a Cell Model of Huntington: Cytoprotection (ATP). PC12 HTT-Q103 induced, cytoprotection, ATP luminescence, 40 h. Potency, µM (series often up to 56.4 µM), for the others: cytoprotection (ATP increase), hits mostly activators. AID 1471, 2008. actives 0.14% (n = 230,000);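 note: % of control where 0% means no effect; nearly all actives have a fitted effect of over 45% in size; toxic huntingtin expression switched on by the ecdysone agonist tebufenozide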
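PC12 cells stably carrying ecdysone-inducible Htt exon 1 (Q103)–GFP were induced with 100 nM tebufenozide (final) alongside library compounds in a dose series. Cytoprotection was scored as retained ATP by ATPlite luminescence.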
TexasRed fluor = Total Fluorescence Counterscreen for Inhibitors of the Interaction of Thyroid Hormone Receptor and Steroid Receptor Coregulator 2; actives 0.29% (n = 280,000); TRb/SRC2 Texas Red total fluorescence interference; AID 1479, 2009; Potency, µM (doses to about 106 µM), for the others: at the highest dose fluorescence change, negative = quenching; active = well fitted curve in either direction with a large enough effect; inconclusive = small, poorly fitted or top-dose-only effect; note: % is set by controls: 0 for no effect and ±100 for the full control effect
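Human TRβ ligand-binding domain (0.6 uM) and Texas Red SRC2 peptide (20 nM) in Tris buffer with 1 uM T3 and 5% DMSO were incubated with pinned compound for 5 hr at ambient temperature. Total fluorescence was computed as S + 2P (555/632 nm).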
RECQ1 inh = qHTS Assay for Inhibitors of RecQ-Like Dna Helicase 1 (RECQ1); actives 0.54% (n = 240,000); RECQ1 DNA unwinding, red fluorescence kinetic read; Potency, µM (top dose mostly 57.3 µM), for inactives: at the top dose activity, negative = inhibition, hits mostly inhibitors; ATP-dependent DNA helicase Q1 (Homo sapiens), P46063;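 note: plate controls were vehicle for no effect and no enzyme for full effect; nearly all actives have a fitted effect of over 30% in size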
Target sequence (P46063 whole entry, looked up): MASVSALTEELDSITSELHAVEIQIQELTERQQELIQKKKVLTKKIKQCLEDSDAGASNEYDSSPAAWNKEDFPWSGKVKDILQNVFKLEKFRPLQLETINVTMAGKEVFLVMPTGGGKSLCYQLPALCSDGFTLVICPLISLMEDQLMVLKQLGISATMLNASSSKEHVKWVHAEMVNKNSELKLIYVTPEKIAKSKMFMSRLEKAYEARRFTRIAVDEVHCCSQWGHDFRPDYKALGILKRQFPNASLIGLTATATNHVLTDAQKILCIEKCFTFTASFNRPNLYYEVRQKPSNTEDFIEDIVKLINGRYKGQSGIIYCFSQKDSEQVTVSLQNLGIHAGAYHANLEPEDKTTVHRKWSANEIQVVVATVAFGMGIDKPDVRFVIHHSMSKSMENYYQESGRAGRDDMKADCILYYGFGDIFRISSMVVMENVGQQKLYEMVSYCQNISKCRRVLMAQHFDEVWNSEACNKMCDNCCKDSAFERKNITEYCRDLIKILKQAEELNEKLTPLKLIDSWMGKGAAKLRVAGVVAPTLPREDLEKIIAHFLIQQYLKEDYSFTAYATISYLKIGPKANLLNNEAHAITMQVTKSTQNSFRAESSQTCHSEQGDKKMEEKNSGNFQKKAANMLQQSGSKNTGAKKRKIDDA
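RECQ1T1 50 nM; forked duplex (20 bp + 30-nt ss tails) 200 nM, ATP 2 mM final; pH 8.0, 2 mM MgCl2, 2.5 ug/ml poly(dI-dC); 15 min compound preincubation; discontinuous kinetic read over 2 h at RT.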
Tau fibril ThT = qHTS for Inhibitors of Tau Fibril Formation, Thioflavin T Binding. Microtubule-associated protein tau (Homo sapiens), P10636. recombinant tau K18 P301L, heparin-induced fibrillization, ThT fluorescence. Potency, µM (titrated, usually from 57.4 µM), for the others: top-dose activity, negative = inhibition, usual class: inhibitors. actives 2.1% (n = 270,000). AID 1460, 2008; note: % is set by controls: 0 for no effect and ±100 for the full control effect; nearly all actives have a fitted effect of over 55% in size
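Aggregation was driven by heparin (20 uM final) acting on recombinant tau […] bearing P301L in 100 mM sodium acetate pH 7; fibrils were detected with Thioflavin T.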
Tau fluor cs = Counterscreen qHTS for Inhibitors of Tau Fibril Formation, Fluorescence Polarization. actives 0.93% (n = 280,000). tau K18 P301L (four-repeat tau fragment) Alexa594 fluorescence, heparin fibrillization. Potency, µM (highest dose often 57.7 µM), without a hit: at the highest dose activity change, negative = decrease. AID 1463, 2008; note: % is set by controls: 0 for no effect and ±100 for the full control effect; nearly all actives have a fitted effect of over 55% in size
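Human K18 P301L tau (15 uM unlabeled plus 0.24 uM Alexa 594-labeled, final) in 100 mM sodium acetate pH 7 was mixed with compound and 20 uM heparin and incubated 6 hr at 37 C.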
L3MBTL1 inh = qHTS Assay for the Inhibitors of L3MBTL1 | Lethal(3)malignant brain tumor-like protein 1 (Homo sapiens), Q9Y468 | AlphaScreen L3MBTL1–H3K9me1 peptide binding | Potency, µM (top dose mostly 57.1 µM), inactives show top-dose activity, negative = inhibition, hits mostly inhibitors | actives 0.66% (n = 230,000) | AID 485360, 2010; note: % is set by controls: 0 for no effect and ±100 for the full control effect; nearly all actives have a fitted effect of over 60% in size
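Read-out is AlphaScreen signal from streptavidin donor and nickel chelate acceptor beads (10 ug/mL final each) bridging L3MBTL1 (50 nM) and biotinylated K9-monomethylated H3(1-15) peptide (75 nM), after 30 min compound exposure at room temperature.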
Starred values were filed as active, the others as inactive; & = joins results of further samples; [ ] = remark or other dose. Unless noted, calls come from the whole dose curve; as a rule, active = well fitted curve in the direction sought with a large enough effect; inconclusive = small, poorly fitted or top-dose-only effect, or another doubt; inactive = no such curve, though single readings can be large; an effect the other way counts as inactive or inconclusive. Potency is the fitted concentration of half-maximal effect.

`COC(=O)c1ccc(-c2noc(CN3CCCC(CNC(C)=O)C3)n2)cc1` (configuration not stated) gave Tau FP inhib 7%, TRb SRC2 PPI -6%, HTT ATP protect inconclusive, TexasRed fluor -4%, RECQ1 inh -2%, Tau fibril ThT 9%, Tau fluor cs 4% and L3MBTL1 inh -4%.
`CC(CN1CCOCC1)OC(=O)c1ccccc1` (configuration not stated) gave Tau FP inhib 4%, TRb SRC2 PPI -1%, HTT ATP protect -21%[10 µM], TexasRed fluor -1%, RECQ1 inh -4%, Tau fibril ThT -3%, Tau fluor cs 2% and L3MBTL1 inh 13%.
C=CCNC(=O)c1ccccc1S(=O)c1ccccc1C#N (configuration not stated) was read as Tau FP inhib -4%, TRb SRC2 PPI 4%, HTT ATP protect -13%, TexasRed fluor -1%, RECQ1 inh -12%, Tau fibril ThT 2%, Tau fluor cs -4% and L3MBTL1 inh -6%.
`Cc1cccc(C)c1NC(=S)N(CCCN1CCCCC1)Cc1ccco1` gave Tau FP inhib 6%, TRb SRC2 PPI -2%, HTT ATP protect 12%, TexasRed fluor -5%, RECQ1 inh 1%, Tau fibril ThT -2% and Tau fluor cs -2%.
For CCC(C(=O)Nc1cc(C)nn1-c1nc(C)cc(C)n1)c1ccccc1 (configuration not stated) the results were Tau FP inhib -5%, TRb SRC2 PPI 4%, HTT ATP protect -6%[10 µM], TexasRed fluor 0%, RECQ1 inh 4%, Tau fibril ThT 7%, Tau fluor cs 1% and L3MBTL1 inh inconclusive.
Nc1nc2ccc([N+](=O)[O-])c(N)c2s1 was read as Tau FP inhib inconclusive, TRb SRC2 PPI 5%, HTT ATP protect -20%, TexasRed fluor -10%, RECQ1 inh inactive, Tau fibril ThT 11µM*, Tau fluor cs inconclusive and L3MBTL1 inh -10%.
O=C(CCS(=O)(=O)c1cccc2nsnc12)N1CCN(Cc2ccc3c(c2)OCO3)CC1 was read as Tau FP inhib -1%, TRb SRC2 PPI -7%, HTT ATP protect 5%, TexasRed fluor -3%, RECQ1 inh -13%, Tau fibril ThT -12%, Tau fluor cs -7% and L3MBTL1 inh -7%.
`CCC(=O)Nc1nnc(SCc2cc(=O)c3cc(C)ccc3[nH]2)s1` gave Tau FP inhib -3%, TRb SRC2 PPI -4%, TexasRed fluor -1%, Tau fibril ThT -4% and Tau fluor cs -1%.
Screening O=C(NCC1OCCc2ccccc21)C1COc2ccccc2O1 (configuration not stated) returned Tau FP inhib -12%, TRb SRC2 PPI 0%, HTT ATP protect -40%[inhibitor], TexasRed fluor -2%, RECQ1 inh inactive, Tau fibril ThT -6%, Tau fluor cs -11% and L3MBTL1 inh -22%.
`COc1ccccc1NC(=O)c1ccc(Cl)c(S(=O)(=O)N2CCOCC2)c1` gave Tau FP inhib -6%, TRb SRC2 PPI 2%, HTT ATP protect -9%, TexasRed fluor 2%, RECQ1 inh -10%, Tau fibril ThT -11%, Tau fluor cs -10% and L3MBTL1 inh 7%.
`O=C(COc1ccccc1Br)N1CCN(c2ccccc2)CC1` gave Tau FP inhib 6%, TRb SRC2 PPI 4%, HTT ATP protect 13%[10 µM], TexasRed fluor 3%, RECQ1 inh 5%, Tau fibril ThT -9% and Tau fluor cs -15%.
For O=C(O)/C(=C\C(=O)c1ccccc1)Nc1ccccc1 the results were Tau FP inhib -3%, TRb SRC2 PPI 0%, HTT ATP protect 12%[10 µM], TexasRed fluor -2%, RECQ1 inh inactive, Tau fibril ThT -9%, Tau fluor cs -14% and L3MBTL1 inh -3%.

Entries listed so far with a halogen, in the order listed:
`COc1ccccc1NC(=O)c1ccc(Cl)c(S(=O)(=O)N2CCOCC2)c1` gave Tau FP inhib -6%, TRb SRC2 PPI 2%, HTT ATP protect -9%, TexasRed fluor 2%, RECQ1 inh -10%, Tau fibril ThT -11%, Tau fluor cs -10% and L3MBTL1 inh 7%.
`O=C(COc1ccccc1Br)N1CCN(c2ccccc2)CC1` gave Tau FP inhib 6%, TRb SRC2 PPI 4%, HTT ATP protect 13%[10 µM], TexasRed fluor 3%, RECQ1 inh 5%, Tau fibril ThT -9% and Tau fluor cs -15%.

Returning to the listing, starting 2 compounds before the break.
`O=C(COc1ccccc1Br)N1CCN(c2ccccc2)CC1` gave Tau FP inhib 6%, TRb SRC2 PPI 4%, HTT ATP protect 13%[10 µM], TexasRed fluor 3%, RECQ1 inh 5%, Tau fibril ThT -9% and Tau fluor cs -15%.
For O=C(O)/C(=C\C(=O)c1ccccc1)Nc1ccccc1 the results were Tau FP inhib -3%, TRb SRC2 PPI 0%, HTT ATP protect 12%[10 µM], TexasRed fluor -2%, RECQ1 inh inactive, Tau fibril ThT -9%, Tau fluor cs -14% and L3MBTL1 inh -3%.
`S=C(N/N=C/c1ccc2c(c1)OCO2)NC1CC2CCC1C2` (configuration not stated) gave Tau FP inhib inconclusive, TRb SRC2 PPI 3%, HTT ATP protect 6%[10 µM], TexasRed fluor 0%, RECQ1 inh -1%, Tau fibril ThT -9%, Tau fluor cs -30% and L3MBTL1 inh -21%.
Screening COc1ccc(OCCn2cc(C(=O)C3CCCCC3)c3ccccc32)cc1 returned Tau FP inhib -2%, TRb SRC2 PPI 11%, TexasRed fluor -4%, Tau fibril ThT inconclusive and Tau fluor cs inconclusive.
COC(=O)CNS(=O)(=O)c1ccc(C)cc1 was read as Tau FP inhib 6%, TRb SRC2 PPI 5%, HTT ATP protect -13%, TexasRed fluor -2%, RECQ1 inh -4%, Tau fibril ThT 0% and Tau fluor cs 2%.
O=C(NCC1CCCO1)C(=O)N/N=C/c1cc(Cl)ccc1O (configuration not stated) was read as Tau FP inhib -8%, TRb SRC2 PPI 3%, HTT ATP protect 8%[10 µM], TexasRed fluor -3%, RECQ1 inh -3%, Tau fibril ThT -6%, Tau fluor cs 2% and L3MBTL1 inh inconclusive.
`Cc1ccc(OCCCC(=O)Nc2ccc(N3CCOCC3)cc2)cc1` gave Tau FP inhib 3%, TRb SRC2 PPI -2%, HTT ATP protect -10%, TexasRed fluor 4%, RECQ1 inh -8%, Tau fibril ThT inconclusive, Tau fluor cs -21% and L3MBTL1 inh -13%.
Screening O=[N+]([O-])c1cc(Cl)ccc1Oc1ccc(-c2nnco2)cc1 returned Tau FP inhib -3%, TRb SRC2 PPI 1%, HTT ATP protect -10%, TexasRed fluor -1%, RECQ1 inh -2%, Tau fibril ThT -16% and Tau fluor cs inconclusive.
Nc1ccc(-n2nncc2-c2ccco2)cc1 was read as Tau FP inhib 10%, TRb SRC2 PPI -7%, HTT ATP protect 27%[10 µM], TexasRed fluor 0%, RECQ1 inh -8%, Tau fibril ThT -18%, Tau fluor cs -1% and L3MBTL1 inh 0%.
CC(C)N1CCC(NC(=O)Nc2ccccc2)CC1 was read as Tau FP inhib 0%, TRb SRC2 PPI 0%, HTT ATP protect 11%[10 µM], TexasRed fluor -1%, RECQ1 inh inactive, Tau fibril ThT 2%, Tau fluor cs 4% and L3MBTL1 inh 4%.
`O=C(NCCc1c[nH]c2ccccc12)C(F)(F)F` gave Tau FP inhib 8%, TRb SRC2 PPI -21%, HTT ATP protect -9%, TexasRed fluor 0%, RECQ1 inh inactive, Tau fibril ThT -1%, Tau fluor cs -2% and L3MBTL1 inh 28%.
`CCS(=O)(=O)NCC(c1ccco1)N1CCN(c2ccc(F)cc2)CC1` (configuration not stated) gave Tau FP inhib -10%&-5%, TRb SRC2 PPI 5%&-1%, HTT ATP protect 2%[10 µM], TexasRed fluor 0%&-6%, RECQ1 inh -4%, Tau fibril ThT -3%&4%, Tau fluor cs -5%&3% and L3MBTL1 inh -5%.
Screening Cn1c(Cn2nnc3ccccc32)nnc1SCC(=O)Nc1ccc2c(c1)OCO2 returned Tau FP inhib 4%, TRb SRC2 PPI 3%, HTT ATP protect -24%, TexasRed fluor 2%, RECQ1 inh inactive, Tau fibril ThT -8% and Tau fluor cs -6%.
`CC(C)(C)c1ccc(C(=O)OCCNC(=O)c2c(Cl)nc3ccccn23)cc1` gave Tau FP inhib 15%, TRb SRC2 PPI -4%, HTT ATP protect -3%, TexasRed fluor 1%, RECQ1 inh -16%, Tau fibril ThT -23% and Tau fluor cs -12%.
Screening CC(=O)Nc1cc(-c2nc3cc(Cl)ccc3o2)ccc1C returned Tau FP inhib -1%, TRb SRC2 PPI -1%, TexasRed fluor inconclusive, Tau fibril ThT -2% and Tau fluor cs -1%.
`Cc1ccc2cc3c(NC(=O)c4ccco4)nn(C)c3nc2c1` gave Tau FP inhib 10%, TRb SRC2 PPI 5%, HTT ATP protect -78%[inhibitor], TexasRed fluor 1%, RECQ1 inh inactive, Tau fibril ThT inconclusive, Tau fluor cs -20% and L3MBTL1 inh 15%.
For CCOC(=O)CCCN1C(=O)CCn2nc(-c3cn(C)c4ccccc34)cc21 the results were Tau FP inhib inconclusive, TRb SRC2 PPI 7%, TexasRed fluor -5%, Tau fibril ThT inconclusive and Tau fluor cs -17%.
COc1cccc(NS(=O)(=O)c2ccc(NC(C)=O)cc2)c1 was read as Tau FP inhib -1%, TRb SRC2 PPI -15%, HTT ATP protect 2%[0.074 µM], TexasRed fluor -5%, RECQ1 inh 0%, Tau fibril ThT -2%, Tau fluor cs -11% and L3MBTL1 inh -7%.

A portion of the library, so the mix of outcomes need not match the whole.
